Assay outcomes as filed in PubChem.
LDHA block = qHTS assay for inhibitors of human lactate dehydrogenase; L-lactate dehydrogenase A chain (Homo sapiens), P00338; purified LDHA, NADH/diaphorase-resazurin fluorescence; hits give low values; activity change, % (values are at about 110 or 230 µM); actives 0.15% (n = 480,000); in the data active means activity change below about -30%; inconclusive means mostly about -25% to -30%;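 further: plate controls were DMSO wells for no effect and wells without enzyme for full effect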
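Human LDH5 at 2 nM final in Tris HCl pH 7.4 with 0.06 mM NADH and 0.2 mM pyruvate, reacted 5 minutes at room temperature. Remaining NADH coupled via diaphorase/resazurin; resorufin fluorescence read at 0 and 20 minutes, normalized to enzyme-free and DMSO wells.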
rTrxR1 inhibitor = qHTS Assay for Inhibitors of Mammalian Selenoprotein Thioredoxin Reductase 1 (TrxR1): qHTS; Thioredoxin reductase 1, cytoplasmic (Rattus norvegicus), O89049; recombinant rTrxR1, NADPH fluorescence consumption, selenite substrate; Potency, µM (top dose mostly 114 µM), for the others: at the top dose activity change, negative = inhibition, most hits filed as inhibitors; actives 1% (n = 390,000); further: potency means the concentration at half of the fitted maximal effect; on the % scale 0 is the no-effect control and ±100 the full control effect; nearly all actives have a fitted effect of over 65% in size
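Rat TrxR1 (90 nM in the dispensed reagent) was pre-reduced with 400 uM NADPH for 5 min at room temperature, then incubated with compound for 15 min. After 400 uM selenite was added, NADPH fluorescence (Ex 340/Em 450 nm) was followed for 8 min.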
RGS4 inh = Inhibitors of Regulator of G Protein Signaling (RGS) 4: qHTS; Transcreener GDP fluorescence polarization, RGS4-accelerated GTP hydrolysis; Potency, µM (doses to about 114 µM), inactives show at the top dose activity change, negative = inhibition, actives largely listed as inhibitors; actives 0.039% (n = 390,000); AID 504845, 2011; further: potency means the concentration at half of the fitted maximal effect; on the % scale 0 is the no-effect control and ±100 the full control effect; nearly all actives have a fitted effect of over 75% in size; some results filed as inactive show a strong effect at the top dose
Target sequence (P49798 whole entry, looked up): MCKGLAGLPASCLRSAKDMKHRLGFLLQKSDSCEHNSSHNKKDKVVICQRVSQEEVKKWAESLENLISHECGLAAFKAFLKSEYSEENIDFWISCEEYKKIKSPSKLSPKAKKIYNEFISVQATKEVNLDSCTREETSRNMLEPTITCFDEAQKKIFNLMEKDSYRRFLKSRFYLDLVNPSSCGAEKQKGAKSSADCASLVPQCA
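MLSMR compounds (23 nl, pin-transferred) preincubated 10 min at room temperature with a 500nM (2x) first reagent, then RGS4 at 900nM (2x) plus Transcreener GDP mix added; fluorescence polarization (620/688 nm) read before and after 90 min at 30 °C.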
Glioma ERSR ind = qHTS for Inducers of the Endoplasmic Reticulum Stress Response (ERSR) in Human Glioma: qHTS | Potency, µM, inactives show top-dose activation, usual class: activators | actives 0.02% (n = 420,000) | AID 602332, 2012 | U87-MG GRP78 promoter luciferase reporter, 16 h; further: potency means the concentration at half of the fitted maximal effect; series mostly up to about 76 µM; % of control where 0% means no effect; nearly all actives have a fitted effect of over 35% in size
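ERSR induction read as luciferase luminescence (Bright-Glo, 10 min at room temperature) in stably transfected human U87-MG glioma cells exposed to compounds for 16 h, using GRP78 as sensor.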
Vif-APOBEC3F blk = qHTS for Inhibitors of Vif-A3F Interactions: qHTS. HeLa A3F-eYFP + Vif (tagged APOBEC3F with the HIV-1 protein that degrades it), YFP fluorescence increase. actives 0.2% (n = 390,000). AID 602313, 2012. Potency, µM (titrated, usually from 46.1 µM), inactives show at the highest dose activity, negative = active; further: potency means the concentration at half of the fitted maximal effect; % of control where 0% means no effect; nearly all actives have a fitted effect of over 65% in size
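Fluorescence increase (Ex 488/Em 500-530) after overnight compound treatment at 37 deg C flags inhibition of Vif-driven A3F-eYFP loss in stable HeLa A3F-eYFP/Vif cells seeded overnight beforehand.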
Vif-A3G inh = qHTS for Inhibitors of Vif-A3G Interactions: qHTS | DNA dC->dU-editing enzyme APOBEC-3G (Homo sapiens), Q9HC16 | HeLa A3G-eYFP + Vif (tagged APOBEC3G with the HIV-1 protein that degrades it), YFP fluorescence, overnight | Potency, µM (series often up to 46.1 µM), without a hit: top-dose activity, negative = active, actives largely listed as inhibitors | actives 0.076% (n = 410,000);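 further: potency means the concentration at half of the fitted maximal effect; on the % scale 0 is the no-effect control and ±100 the full control effect; nearly all actives have a fitted effect of over 60% in size; hits raise eYFP signal because A3G escapes Vif-driven loss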
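HeLa cells stably expressing Vif and C-terminally eYFP-tagged A3G, seeded overnight at 37 deg C, then exposed to compound by pintool overnight at 37 deg C. Rise in yellow fluorescence (Ex 488/Em 500-530, Acumen) marks blocked Vif-driven A3G degradation.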
IDH1 R132H inh = qHTS for Inhibitors of mutant isocitrate dehydrogenase 1 (IDH1): qHTS; Isocitrate dehydrogenase [NADP] cytoplasmic (Homo sapiens), O75874; IDH1-R132H enzyme, NADPH consumption, diaphorase/resazurin fluorescence; Potency, µM (titrated, usually from 76.6 µM), for inactives: at the highest dose activity change, negative = inhibition, usual class: inhibitors; actives 0.093% (n = 390,000); AID 602179, 2012; further: potency means the concentration at half of the fitted maximal effect; on the % scale 0 is the no-effect control and ±100 the full control effect; nearly all actives have a fitted effect of over 65% in size
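IDH1-R132H (0.5 ug/mL) preincubated 30 min with compound, then NADPH (0.016 mM) and alpha-KG (2 mM) added; 80 min at RT, pH 7.5. Remaining NADPH coupled via diaphorase/resazurin to fluorescence (540/590 nm); concentration-response curves normalized to no-enzyme control.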
USP1 inh = Inhibitors of USP1/UAF1: Primary Screen | Ubiquitin carboxyl-terminal hydrolase 1 (Homo sapiens), O94782 | recombinant USP1/UAF1, Ub-Rhodamine cleavage fluorescence | Potency, µM (doses to about 57.1 µM), inactives show top-dose activity change, negative = inhibition, usual class: inhibitors | actives 0.23% (n = 390,000) | AID 743255, 2014; further: potency means the concentration at half of the fitted maximal effect; on the % scale 0 is the no-effect control and ±100 the full control effect; nearly all actives have a fitted effect of over 60% in size; inactives centre near -12
Target sequence (O94782 whole entry, looked up): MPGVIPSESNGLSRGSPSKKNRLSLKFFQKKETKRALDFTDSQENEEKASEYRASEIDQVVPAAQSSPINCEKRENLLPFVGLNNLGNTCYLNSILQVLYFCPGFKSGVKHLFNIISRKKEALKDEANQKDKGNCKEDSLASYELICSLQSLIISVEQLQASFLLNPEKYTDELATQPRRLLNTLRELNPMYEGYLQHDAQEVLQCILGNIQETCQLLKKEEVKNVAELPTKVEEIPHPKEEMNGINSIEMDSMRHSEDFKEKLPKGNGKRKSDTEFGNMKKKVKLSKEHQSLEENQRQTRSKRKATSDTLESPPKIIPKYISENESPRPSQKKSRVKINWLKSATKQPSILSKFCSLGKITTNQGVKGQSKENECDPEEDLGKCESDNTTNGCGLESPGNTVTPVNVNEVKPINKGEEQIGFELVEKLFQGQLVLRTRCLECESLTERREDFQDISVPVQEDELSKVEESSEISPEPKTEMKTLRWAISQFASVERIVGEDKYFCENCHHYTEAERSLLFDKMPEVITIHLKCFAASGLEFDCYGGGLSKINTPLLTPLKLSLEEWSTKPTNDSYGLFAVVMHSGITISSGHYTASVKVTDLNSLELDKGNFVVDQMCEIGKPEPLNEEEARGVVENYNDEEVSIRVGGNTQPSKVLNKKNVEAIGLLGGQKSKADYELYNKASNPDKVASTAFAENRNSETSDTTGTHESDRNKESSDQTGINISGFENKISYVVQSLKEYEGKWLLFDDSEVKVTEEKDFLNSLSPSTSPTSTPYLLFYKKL
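Step one: compound is pinned into 1nM USP1/UAF1 in HEPES pH 7.8 buffer with TCEP. Step two: 15 min room-temperature incubation. Step three: Ub-Rho (150nM final) starts cleavage, tracked by fluorescence over six one-minute reads.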
TrxR1 substrate = qHTS Assay for Substrates of Mammalian Selenoprotein Thioredoxin Reductase 1 (TrxR1): qHTS; Thioredoxin reductase 1, cytoplasmic (Rattus norvegicus), O89049; purified TrxR1 substrate turnover, NADPH consumption readout; Potency, µM (top dose mostly 114 µM), for the others: at the highest dose activity change, negative = substrate turnover; actives 0.01% (n = 390,000); further: potency means the concentration at half of the fitted maximal effect; on the % scale 0 is the no-effect control and ±100 the full control effect; nearly all actives have a fitted effect of over 50% in size
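Rat TrxR1, dispensed at 90 nM, was prereduced with 400 uM NADPH (final) for 5 min at ~22 deg C, then incubated with compound 15 min before 400 uM selenite. A first-read NADPH fluorescence drop versus no-compound background flagged substrates.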
* = called active by the depositor; ? = inconclusive; / = no result given; & = joins results of further samples; [ ] = remark or other dose. Unless noted, the call rests on the fitted dose curve; in most records, active means well fitted curve in the direction sought with a large enough effect; inconclusive means small, poorly fitted or top-dose-only effect, or another doubt; inactive means no such curve, though single readings can be large; an effect the other way counts as inactive or inconclusive. These rows are one share of the data; count on the stated rates, not on these rows.

smiles | LDHA block | rTrxR1 inhibitor | RGS4 inh | Glioma ERSR ind | Vif-APOBEC3F blk | Vif-A3G inh | IDH1 R132H inh | USP1 inh | TrxR1 substrate
O=[N+]([O-])c1ccc(/C=N/N2CCN(Cc3ccccc3)CC2)cc1 | -3 | 5% | -27% | 5% | -3% | 5% | 2% | -9% | -1%
COc1ccc(Cc2nc3ccccc3n2C)cc1 | -8 | 21%[57.1 µM] | 15% | 0% | -6% | 0% | -1% | -8% | 6%[57.1 µM]
CCn1cc(CN2CCC(Oc3ccc(C(=O)N4CCCCC4)cc3)CC2)cn1 | 0 | 7% | -5% | -5% | 3% | 0% | 5% | -18% | 6%
Cc1cc(NS(=O)(=O)c2ccc(NC(=S)NC(=O)c3ccncc3)cc2)no1 | -17 | -16% | -3% | 5% | 0% | 0% | -5% | -3% | -6%
O=S(=O)(c1cccc2nsnc12)N1CCN(C/C=C/c2ccccc2)CC1 | 4 | -6% | -7% | -4% | -1% | 1% | 2% | -15% | -3%
CC1CCCCN1C(=O)CSc1nnc(-c2ccccc2F)o1 (stereo not drawn) | -10 | 11% | 17% | 0% | 8% | 1% | -5% | -10% | -4%
C[C@@]12C(=O)N(CC3CCCO3)CC(=O)N1[C@H]1c3ccccc3OC[C@@H]1[C@@H]2c1ccccc1 (stereo partly drawn) | -10 | 21%[57.1 µM] | 35% | -1% | -2% | 3% | -1% | -12% | 5%[57.1 µM]
CCN(CC)S(=O)(=O)c1ccc(O)c(C(=O)OCC(=O)NC2CCCC2)c1 | -4 | 8%[57.1 µM] | 3% | 5% | -17% | 1% | 7% | -20% | 17%[57.1 µM]
CC(=O)Nc1ncc(N=Nc2cccc(C(F)(F)F)c2)s1 | -4 | 17%[57.1 µM] | 10% | 4% | 12% | -3% | -1% | -12% | 2%
O=C(NCc1cccc(F)c1)C1=Cc2cc(Br)ccc2OC1 | -2 | 31%[57.1 µM] | -7% | -4% | 0% | -3% | -4% | -21% | 5%[57.1 µM]
COC(=O)c1ccc(NCc2cc(O)ccc2O)cc1O | 34 | ? | -50% | -13% | ? | ? | 3% | -9% | -13%
COc1ccc(CCNC(=O)CCn2c(=O)c3ccccc3n(Cc3ccc(Cl)cc3)c2=O)cc1OC | 3 | 1% | -37% | -4% | -10% | -7% | 0% | -8% | 5%
O=C(Nc1cccc(Cl)c1N1CCOCC1)c1cccs1 | -5 | 37%[activator] | -2% | -6% | 1% | -6% | 0% | -17% | 0%
CCOc1cc2[nH]c(=S)n(CCCN(CC)CC)c(=O)c2cc1OCC | 3 | -3% | -23% | 0% | -2% | 2% | 12% | -11% | -2%
Clc1cc(Br)ccc1OCCOCCN1CCOCC1 | -15 | -3%[0.457 µM] | 2% | 0% | -3% | 2% | -2% | 0% | 13%[57.1 µM]
CCN(CC(=O)NC1CCS(=O)(=O)C1)c1ccc(S(C)(=O)=O)cc1[N+](=O)[O-] (stereo not drawn) | 6 | -7% | -28% | 2% | 0% | 2% | 13% | 7% | -7%
CC(C)c1ccc(/C=N/n2c(-c3ccccc3)n[nH]c2=S)cc1 | -4 | -10% | -23% | 1% | -3% | -1% | -3% | 1% | -8%
CCOC(=O)C1(Cc2ccc(Cl)cc2)CCN(CCCn2cccn2)CC1 | -11 | 10% | 6% | 2% | 11% | 0% | -6% | -16% | -2%
C[C@H]1CN=C(N(C)C)N1CCc1ccccc1 | -2 | 17%[57.1 µM] | -2% | -2% | -2% | 3% | -13% | -17% | 4%[57.1 µM]
O=C(CSc1nnnn1C1CCCCC1)Nc1ccc(F)cc1 | -6 | 20% | -14% | 1% | 8% | 1% | -4% | 2% | 8%
CN1C(=O)c2cccc3c(S(N)(=O)=O)ccc1c23 | 2 | 6% | 2% | -3% | -7% | -5% | 6% | -24% | 39%[activator]
CN(C)S(=O)(=O)c1cccc(NC(=O)CSc2nc3c(cc2C#N)C(=O)CC(C)(C)C3)c1 | -5 | -22% | -6% | -4% | -24% | -6% | 1% | 1% | -12%
O=C(c1ccc(Cl)c(S(=O)(=O)N2CCOCC2)c1)N1CCCCC1 | -8 | -11%[57.1 µM] | 15% | -6% | 8% | 1% | 0% | -13% | -7%[57.1 µM]
CC(C)C(NC(=O)c1ccc(S(=O)(=O)N2CCOCC2)cc1)c1nc2ccccc2[nH]1 (stereo not drawn) | -7 | 7% | -1% | 0% | 3% | -8% | 11% | -9% | 2%
COc1ccccc1-c1nn(CCC(=O)Nc2ccc(C)cc2)c2nc(C)cc(C)c12 | 8&4 | 10% | -4% | -4% | -3% | -17% | 18% | -27% | 10%

Going on with the list:
smiles | LDHA block | rTrxR1 inhibitor | RGS4 inh | Glioma ERSR ind | Vif-APOBEC3F blk | Vif-A3G inh | IDH1 R132H inh | USP1 inh | TrxR1 substrate
Nc1cc(-c2ccccc2)ccc1O | 2 | 6% | ? | 1% | / | 0% | 9% | -25% | 50%[activator]
CCC(C)(C)C1CCc2c(sc(NC(=O)c3ccoc3C)c2C(N)=O)C1 (stereo not drawn) | -7 | -8% | 1% | -10% | -2% | 0% | 5% | 1% | 30%
COCC(=O)N(Cc1cc2ccccc2[nH]c1=O)c1ccccc1OC | -2 | -12% | 12% | -6% | / | 0% | 4% | -5% | -2%
COc1cc(OC)cc(N2CCN(S(=O)(=O)c3ccc(-n4cnnn4)cc3)CC2)c1 | -2&-10 | 17%&6% | -5%&-2% | -4%&-3% | 10%&-5% | 0%&3% | 1%&9% | -10%&-25% | 1%&1%
COc1ccc(C(=O)NC(=S)NNC(=O)Cc2cccs2)cc1 | -3 | ? | -43% | 0% | -3% | -1% | 0% | -16% | -1%
CC(=O)NNc1ncnc2c1cnn2-c1ccc(C)cc1 | -15 | 12%[57.1 µM] | -14% | -1% | 3% | 5% | -5% | ? | 15%
COc1ccc(NC(=O)c2ccc3c(=O)n(CC4CCCO4)c(=S)[nH]c3c2)c(OC)c1 (stereo not drawn) | -5 | -1% | -6% | -3% | 5% | -2% | -5% | ? | -1%
Cc1ccc(S(=O)(=O)N2CCOCC2)cc1C(=O)NCC1CCCCC1 | -2 | 0% | -7% | 0% | -4% | 4% | 0% | 2% | 2%
CCOC(=O)CN(C(=O)Cn1nnc(-c2ccc(OC)cc2)n1)C(C(=O)NC1CCCC1)c1ccc(F)cc1 (stereo not drawn) | -5 | 3% | -1% | -5% | -3% | -2% | -2% | -13% | -6%
Cc1ccc(-c2nc(S(=O)(=O)c3ccc(C)cc3)c(SCC(N)=O)o2)cc1 | -2 | 26% | -15% | -7% | -18% | 2% | -5% | ? | 8%
COc1ccc(C2CC(=O)OC3=C2C(=O)CC(C)(C)C3)c(OC)c1 (stereo not drawn) | -2 | 27% | -23% | -4% | -1% | -5% | 11% | -11% | 3%
COc1ccc(C(=O)N2CCN(C(=O)C3COc4ccccc4O3)CC2)cc1OC (stereo not drawn) | -1 | ? | 7% | -4% | -10% | -1% | 8% | -11% | -8%
Cc1ccc(OCc2ccc(C(=O)NCC3CCCO3)cc2)cc1C (stereo not drawn) | -1 | 37%[activator] | -12% | 0% | 5% | 0% | 2% | -20% | 0%
COc1ccc(CCNC(=O)COC(=O)COc2ccc(Cl)cc2)cc1OC | -4 | 15% | 1% | -3% | -5% | 1% | 0% | -15% | 5%

Taken from above (four entries):
smiles | LDHA block | rTrxR1 inhibitor | RGS4 inh | Glioma ERSR ind | Vif-APOBEC3F blk | Vif-A3G inh | IDH1 R132H inh | USP1 inh | TrxR1 substrate
CCOC(=O)CN(C(=O)Cn1nnc(-c2ccc(OC)cc2)n1)C(C(=O)NC1CCCC1)c1ccc(F)cc1 (stereo not drawn) | -5 | 3% | -1% | -5% | -3% | -2% | -2% | -13% | -6%
Cc1ccc(-c2nc(S(=O)(=O)c3ccc(C)cc3)c(SCC(N)=O)o2)cc1 | -2 | 26% | -15% | -7% | -18% | 2% | -5% | ? | 8%
COc1ccc(C2CC(=O)OC3=C2C(=O)CC(C)(C)C3)c(OC)c1 (stereo not drawn) | -2 | 27% | -23% | -4% | -1% | -5% | 11% | -11% | 3%
COc1ccc(C(=O)N2CCN(C(=O)C3COc4ccccc4O3)CC2)cc1OC (stereo not drawn) | -1 | ? | 7% | -4% | -10% | -1% | 8% | -11% | -8%
